# CHO-K1 Ca PAM – counter-screen for M1 PAMs: effect in parental CHO-K1 cells | 360,000 compounds, 0.02% hits | AID 602247 | activation, % at 3 µM | ATP EC20, Fluo-8 calcium fluorescence; 0% at ATP EC20, 100% at ATP max;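 active = activation above the run cutoff, the mean activation of all test compounds plus 3 SD, cut at about 40% in these data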;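 also: peak over basal fluorescence ratio in a 140 s read after ATP addition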
# OXTR potentiator – human OXTR potentiation; activation, % at 3 µM; CHO-OTR cells, Fluo-8 calcium fluorescence, potentiator mode; 0% = oxytocin EC15, 100% = EC100; 320,000 compounds, 0.061% hits; P30559; AID 2445;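 active = activation above that plate's cutoff, the mean activation of tested compounds plus 3 SD, cut at about 6.6% in these data, passing the limit was not always enough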;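 also: 100% uses oxytocin at 75 nM as the full agonist control; some results filed as inactive read as strong as hits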
# Target sequence (P30559 whole entry, looked up): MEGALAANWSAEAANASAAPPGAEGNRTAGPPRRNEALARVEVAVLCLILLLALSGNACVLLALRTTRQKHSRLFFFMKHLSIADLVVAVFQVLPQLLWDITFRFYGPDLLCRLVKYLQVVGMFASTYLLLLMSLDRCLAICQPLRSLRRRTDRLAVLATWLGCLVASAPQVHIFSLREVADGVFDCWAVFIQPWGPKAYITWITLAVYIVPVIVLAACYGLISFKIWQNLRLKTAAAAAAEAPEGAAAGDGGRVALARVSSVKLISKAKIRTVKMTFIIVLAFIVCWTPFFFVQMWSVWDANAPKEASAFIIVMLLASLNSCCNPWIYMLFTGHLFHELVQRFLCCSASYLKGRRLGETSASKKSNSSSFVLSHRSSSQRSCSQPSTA
#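 Assay system: CHO cell line stably expressing human OTR. Reagent: EC15 oxytocin agonist. Dosing: single dose, 3.0 µM nominal final compound concentration. Timing: compound 6 min at room temperature before oxytocin, 100 s read. Signal: kinetic Fluo-8 calcium fluorescence. Controls: oxytocin EC15 low and EC100 high.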
# V1R ag counter – V1a receptor agonism, counter-screen for OXTR agonists; P37288; CHO-V1R cells, Fluo-8 calcium fluorescence, agonist mode; 0% DMSO, 100% 3 nM vasopressin; activation, % at 3 µM; 320,000 compounds, 0.25% hits;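 active = activation above the mean activation of all tested compounds plus 3 SD, per screening run, cut at about 20% in these data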;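 also: signal is peak over basal fluorescence ratio across a 100 second FLIPR read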
# Target sequence (P37288 whole entry, looked up): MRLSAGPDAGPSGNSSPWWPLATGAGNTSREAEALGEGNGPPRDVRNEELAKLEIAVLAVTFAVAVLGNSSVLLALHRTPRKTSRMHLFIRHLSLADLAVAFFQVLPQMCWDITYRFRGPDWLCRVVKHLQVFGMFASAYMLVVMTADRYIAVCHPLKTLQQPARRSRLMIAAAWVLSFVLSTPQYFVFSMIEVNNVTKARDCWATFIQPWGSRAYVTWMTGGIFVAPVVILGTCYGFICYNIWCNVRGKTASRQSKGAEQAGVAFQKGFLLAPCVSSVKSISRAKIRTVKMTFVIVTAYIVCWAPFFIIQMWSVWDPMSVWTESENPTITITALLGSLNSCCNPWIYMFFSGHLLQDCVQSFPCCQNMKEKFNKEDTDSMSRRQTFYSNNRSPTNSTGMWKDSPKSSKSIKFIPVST
# M1 ag parental – counter-screen for M1 agonists: effect in parental CHO-K1 cells; Fluo-8 calcium fluorescence; scaled to maximal ATP response, vehicle zero; activation, % at 3 µM; 360,000 compounds, 0.48% hits; AID 602248; in the data active = activation above about 15%;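 also: untransfected CHO-K1 host cells lacking M1 receptor as counterscreen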
# CHO-K1 Ca antag – nonselective inhibitor or artifact in parental CHO-K1 cells; ATP-induced calcium, Fluo-8 fluorescence; inhibition, % at 3 µM; 360,000 compounds, 0.6% hits;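 active = inhibition above a per-plate cutoff, the plate's mean sample inhibition plus 3 SD, cut at about 24% in these data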;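 also: 0% = DMSO plus EC80 ATP and 100% = DMSO alone without ATP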
# CHRM1 agonist – human M1 muscarinic receptor agonism | P11229 | CHO-K1 hM1, Fluo-8 calcium fluorescence, agonist mode; 0% DMSO, 100% acetylcholine EC100 | activation, % at 3 µM | 360,000 compounds, 0.33% hits | AID 588814;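 active = activation above the run's mean compound activation plus 3 SD, cut at about 16% in these data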;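 also: peak over basal fluorescence ratio within a 140 s kinetic read after compound addition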
# TAAR1 agonist – agonists of human TAAR1; CHO RD-HGA16 TAAR1, Fluo-8 calcium fluorescence; vehicle wells 0%, saturating PEA agonist 100%; activation, % at 3 µM; 360,000 compounds, 0.99% hits; AID 624467;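 active = activation above the mean activation of all test compounds in the run plus 3 SD, cut at about 38% in these data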
#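 Signal – calcium-sensitive Fluo-8 signal, excitation 470-495, emission 515-575 nm · System – RD-HGA16 (CHO) cells co-expressing Gα16 and hTAAR1 · Incubation – 17-24 h seeding, 75 min 37 °C dye, 30 min RT · Compound dosing – 3 µM single concentration · Repeats – no replicates (n 1)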
# CHO parental Ca – signal in parental CHO cells, OX1R antagonist counter-screen; 330,000 compounds, 0.63% hits; inhibition, % at 5.6 µM; AID 463079; parental CHO-K1, ATP-induced calcium, Fluo-8 fluorescence;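 active = inhibition above that plate's mean sample inhibition plus 3 SD, cut at about 26% in these data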;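 also: 0% = ATP-challenged DMSO wells and 100% = DMSO wells without ATP; some compounds past the cut are filed as inactive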
#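 Test system: untransfected parental CHO cell line. Compound: one dose, 5.6 µM nominal. Detection: intracellular calcium via Fluo-8 no-wash fluorescent dye. Measure: % inhibition. Benchmarks: ATP-challenged DMSO wells low, unchallenged DMSO wells high.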
# TAAR1 antag – antagonists of human TAAR1. Q96RJ0. CHO RD-HGA16 TAAR1, Fluo-8 calcium fluorescence, antagonist. inhibition, % at 3 µM. 360,000 compounds, 1.5% hits. AID 624466;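 active = inhibition above a per-plate cutoff, the mean inhibition of test compounds on that plate plus 3 SD, cut at about 49% in these data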;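 also: 0% = DMSO plus EC80 beta-PEA response and 100% = DMSO alone without agonist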
#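 Test system: CHO RD-HGA16 cells bearing hTAAR1 | Reagent: β-PEA, EC80 | Compound dosing: 3 µM, single point | Schedule: Dye loading 75 min at 37 °C, then 30 min room temperature | Signal: Calcium fluorescence with Fluo-8 | Evaluation: Percent inhibition of PEA-evoked calcium signal, max/basal emission ratio | Control set: DMSO-only wells and EC80 β-PEA-stimulated wells | Repeats: Singlicate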
# Active calls of the source: *; . = not tested or not shown.
# Under each structure: TAAR1 agonist, V1R ag counter, CHO parental Ca, CHO-K1 Ca antag, OXTR potentiator, TAAR1 antag, M1 ag parental, CHO-K1 Ca PAM, CHRM1 agonist
- CN1/C(=c2/s/c(=C3/C(=O)N(c4ccccc4)NC3=Nc3ccccc3)n(C)c2=O)C(C)(C)c2ccccc21
 : 8, 4.0, 16, 22, -6, 7, 6.1, 2, 0
- CC(/C=N/n1c(-c2cc(C)[nH]n2)n[nH]c1=S)=C\c1ccccc1
 : 0, 0.4, -6, 1, -9, -11, 0.3, 0, -6
- Cc1ccc2cc(-c3noc(C(C)(C)C)n3)c(=O)[nH]c2c1
 : 6, -0.3, 0, 6, -10, 4, -0.1, 3, -3
- CCN1CCN(C(=O)C2c3cc(OC)c(OC)cc3C(=O)N3CCc4ccccc4C23)CC1 (stereo unspecified)
 : 10, -0.2, -12, 6, -1, -3, -0.2, 0, -4
- COc1cc(OC)cc(C(=O)NC2CCN(CCCOc3ccccc3)CC2)c1
 : 7, 1.2, -13, -5, 4, 4, 2.3, 24, -6
- COc1ccc([N+](=O)[O-])cc1/C=N/NC(=O)/C(=C\c1cccs1)NC(=O)c1ccccc1
 : 25, 0.3, -14, 8, -6, 15, 1.3, 12, 3
- COc1ccc(CCNC(=O)C2CCN(C(=O)c3ccc(C(C)(C)C)cc3)CC2)cc1
 : 2, 3.3, -19, -1, 0, 1, 5.1, 9, 10
- Cc1onc(-c2ccccc2)c1NC(=O)N(CCC#N)Cc1ccccc1
 : 0, -0.8, -20, -13, 4, -38, 0.5, 9, -1
- Cc1c(C(=O)OC2CCCC2)[nH]c2c1C(=O)CC(c1ccco1)C2 (stereo unspecified)
 : -1, 3.0, -8, -6, -8, 16, 5.8, 16, -7
- CC(=O)C1=C(C)Nc2ncnn2C1c1ccc(C)cc1 (stereo unspecified)
 : 1, -0.2, 3, -2, -8, -1, -0.3, 17, -4
- Cc1cc(=O)n2ccccc2c1C#N
 : 0, -0.3, -10, -17, -6, 11, 0.4, 11, -5
- Cc1cccc(S(=O)(=O)NC(=O)C2(C)CCN2C(=O)c2sccc2C)c1 (stereo unspecified)
 : 0, ., ., -12, ., -10, 0.6, 26, -2
- COc1cc(NC(=O)C2CC(c3c(F)cccc3Cl)=NO2)cc(OC)c1OC (stereo unspecified)
 : 17, 8.7, 4, 3, -16, 62*, 11, 0, 8
- COc1ccc(CNC(=O)c2cc(C)nc3ccccc23)cc1OC
 : 2, 0.1, -15, 6, -7, -3, 1.0, 12, -5
- COC(=O)c1c(C(=O)OC)c(-c2ccc(Cl)cc2)n2c1CS(=O)(=O)C2
 : 5, 0.6, -22, 10, -11, 10, 0.1, -10, -3
- CCOC(=O)n1c(=O)oc2ccc(Cl)cc21
 : 0, 0.3, 13, 29*, -13, -6, -0.2, -6, 0
- COc1ccc(NC(=O)c2ccco2)c(NC(=O)c2ccc([N+](=O)[O-])cc2)c1
 : 3, 0.2, -14, -8, 0, -16, 0.9, 2, -1
- NCCN1CCN(CCN)CC1
 : -2, ., ., -16, ., 15, 0.1, 7, -4
- CC(=O)c1ccc(OCC(=O)NC(=O)NC2CCCC2)cc1
 : 7, ., ., -11, ., 4, 10, 4, 2
- Cc1cc(C)c2nc(N3CCN(C(=O)c4ccco4)CC3)sc2c1
 : 3, 0.5, -14, -7, -10, -28, -0.2, 20, -4

# As entered above:
# CHO-K1 Ca antag result of CN1/C(=c2/s/c(=C3/C(=O)N(c4ccccc4)NC3=Nc3ccccc3)n(C)c2=O)C(C)(C)c2ccccc21 → 22
# CHO-K1 Ca antag result of Cc1ccc2cc(-c3noc(C(C)(C)C)n3)c(=O)[nH]c2c1 → 6

# Going on with the list.
# Under each structure: TAAR1 agonist, V1R ag counter, CHO parental Ca, CHO-K1 Ca antag, OXTR potentiator, TAAR1 antag, M1 ag parental, CHO-K1 Ca PAM, CHRM1 agonist
- Cc1ccc(CSCC(Nc2ccc(C(=O)O)cc2[N+](=O)[O-])C(=O)O)cc1 (stereo unspecified)
 : 2, -0.9, 10, -18, -5, -17, 0.4, 7, -3
- O=C(CCc1c[nH]c2ccccc12)NC(Cc1ccccc1)C(=O)O (stereo unspecified)
 : 1, 0.2, -1, -13, -13, 6, 0.4, 6, -1
- O=C(CNC(=O)c1cccs1)N/N=C/c1cccc(Cl)c1
 : 12, 1.4, 7, -6, -2, -8, 0.2, -4, -2
- Cc1ccc(S(=O)(=O)NCC(=O)N(CC(=O)NCC2CCCO2)CC2CCCO2)cc1 (stereo unspecified)
 : 2, -0.6, -10, 13, -4, -12, -0.4, 14, -5
- CCOC(=O)C1=C(C)N=c2s/c(=C/c3ccc(OCC(=O)O)cc3)c(=O)n2C1c1cc(OC)c(OC)c(OC)c1 (stereo unspecified)
 : 2, -0.6, -16, 19, -6, -9, -0.3, -22, 1
- Cc1ccc(SC(c2ccccc2)C(Cn2cncn2)C(=O)c2ccccc2)cc1 (stereo unspecified)
 : 4, 0.5, -23, -18, -12, 13, 0.5, 29, 1
- CCOCc1cnc(C)nc1NCC(=O)c1c(C)[nH]c2cc(C)ccc12
 : 0, -0.3, -10, 2, -1, -10, -0.1, 11, -5
- O=c1c(O)c(-c2ccccc2)oc2cc(O)cc(O)c12
 : 15, 3.7, 1, 0, -8, -19, 2.2, -10, 13
- CCCn1nnc(NC(=O)COc2ccccc2Cl)n1
 : 1, -0.5, -6, -9, -4, 6, -0.3, 2, 0
- Cc1noc(C)c1S(=O)(=O)N(CC(=O)NCc1ccc(F)cc1)c1ccc(C(C)C)cc1
 : -2, -0.6, -38, -11, -6, -40, 0.3, 3, -3
- CCc1ccc(NC(=O)CCn2c(=O)oc3ccccc32)cc1
 : 6, -0.3, 2, 9, -5, 6, 1.9, -6, -3
- CC1CCN(CC(O)Cn2c3ccccc3c3ccccc32)CC1 (stereo unspecified)
 : 5, 3.3, -23, -7, -9, -1, 3.2, 11, -8
- CCOC(=O)c1ccc(NC(=O)CSc2nnc(-c3cccs3)n2CC)cc1
 : 5, 0.5, -26, -4, -1, 15, 11, 11, 2
- CCOC(=O)N1CCN(S(=O)(=O)c2ccc3c(c2)NC(=O)CO3)CC1
 : 1, ., ., -5, ., 2, 0.2, 7, 4
- CCN(CC)c1ccc(NC(=O)c2ccc(=O)[nH]c2)cc1S(=O)(=O)Nc1ccc(OC)cc1
 : 1, -0.3, -2, 0, -15, -17, 0.2, 3, -1
- CC(C)c1onc(C(=O)NCc2ccc(F)cc2)c1[N+](=O)[O-]
 : 0, -0.1, -7, 11, -11, 3, 0.3, -11, -4
- CSc1nc(C)c2c(n1)N(c1ccc(C(C)C)cc1)CC2
 : 10, 0.4, -27, -14, 3, -12, 0.5, 25, -4
- CCCn1c(SCC(=O)N2CCCc3ccccc32)nnc1-c1ccccn1
 : 5, 0.3, -29, -7, -13, -6, 1.2, 14, -2
- Cc1nonc1OCCNCc1c(C(=O)N2CCCCCCC2)nc2ccc(Cl)cn12
 : 5, -1.3, -20, -3, -9, -4, 0.1, 10, -7
- CC(C)CCNC(=O)C(=O)NCC1OCCCN1S(=O)(=O)c1cccs1 (stereo unspecified)
 : 4, 0.2, -16, -7, -6, -39, 1.1, -11, -2
- CCn1nc(C)c(/C=N/NC(=O)c2ccc3c(c2)c(C)c(C)n3Cc2ccccc2)c1C
 : 3, 0.6, -18, -7, -12, 21, 0.4, 17, -5
- COCCCNc1nc2nonc2nc1N1C[C@H]2CC[C@H]1C2
 : 12, -0.3, -8, -10, -3, -6, 0.6, 20, -10
- CCOc1ccccc1OCc1nn2c(-c3ccc(C)cc3)nnc2s1
 : 11, -0.6, -32, -10, -5, 2, 1.2, 28, -8

# For convenience, part of the list above.
# Under each structure: TAAR1 agonist, V1R ag counter, CHO parental Ca, CHO-K1 Ca antag, OXTR potentiator, TAAR1 antag, M1 ag parental, CHO-K1 Ca PAM, CHRM1 agonist
- Cc1noc(C)c1S(=O)(=O)N(CC(=O)NCc1ccc(F)cc1)c1ccc(C(C)C)cc1
 : -2, -0.6, -38, -11, -6, -40, 0.3, 3, -3
- CCc1ccc(NC(=O)CCn2c(=O)oc3ccccc32)cc1
 : 6, -0.3, 2, 9, -5, 6, 1.9, -6, -3
- CC1CCN(CC(O)Cn2c3ccccc3c3ccccc32)CC1 (stereo unspecified)
 : 5, 3.3, -23, -7, -9, -1, 3.2, 11, -8
- CCOC(=O)c1ccc(NC(=O)CSc2nnc(-c3cccs3)n2CC)cc1
 : 5, 0.5, -26, -4, -1, 15, 11, 11, 2
- CCOC(=O)N1CCN(S(=O)(=O)c2ccc3c(c2)NC(=O)CO3)CC1
 : 1, ., ., -5, ., 2, 0.2, 7, 4
- CCN(CC)c1ccc(NC(=O)c2ccc(=O)[nH]c2)cc1S(=O)(=O)Nc1ccc(OC)cc1
 : 1, -0.3, -2, 0, -15, -17, 0.2, 3, -1
- CC(C)c1onc(C(=O)NCc2ccc(F)cc2)c1[N+](=O)[O-]
 : 0, -0.1, -7, 11, -11, 3, 0.3, -11, -4
- CSc1nc(C)c2c(n1)N(c1ccc(C(C)C)cc1)CC2
 : 10, 0.4, -27, -14, 3, -12, 0.5, 25, -4
- CCCn1c(SCC(=O)N2CCCc3ccccc32)nnc1-c1ccccn1
 : 5, 0.3, -29, -7, -13, -6, 1.2, 14, -2
- Cc1nonc1OCCNCc1c(C(=O)N2CCCCCCC2)nc2ccc(Cl)cn12
 : 5, -1.3, -20, -3, -9, -4, 0.1, 10, -7

# Screening data (PubChem)
